Compound activity (PubChem BioAssay)
NSD2 inh – NSD2 (human) methyltransferase inhibition; NSD2-SET H3K36me1 DELFIA fluorescence, biochemical; inhibition, % at 12.5 µM; 44,000 tested, 0.07% active; in the data active = inhibition above about 54%, passing the limit was not always enough;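 also: inhibitors reduce the monomethyl H3K36 fluorescence signal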
Target sequence (O96028 whole entry, looked up): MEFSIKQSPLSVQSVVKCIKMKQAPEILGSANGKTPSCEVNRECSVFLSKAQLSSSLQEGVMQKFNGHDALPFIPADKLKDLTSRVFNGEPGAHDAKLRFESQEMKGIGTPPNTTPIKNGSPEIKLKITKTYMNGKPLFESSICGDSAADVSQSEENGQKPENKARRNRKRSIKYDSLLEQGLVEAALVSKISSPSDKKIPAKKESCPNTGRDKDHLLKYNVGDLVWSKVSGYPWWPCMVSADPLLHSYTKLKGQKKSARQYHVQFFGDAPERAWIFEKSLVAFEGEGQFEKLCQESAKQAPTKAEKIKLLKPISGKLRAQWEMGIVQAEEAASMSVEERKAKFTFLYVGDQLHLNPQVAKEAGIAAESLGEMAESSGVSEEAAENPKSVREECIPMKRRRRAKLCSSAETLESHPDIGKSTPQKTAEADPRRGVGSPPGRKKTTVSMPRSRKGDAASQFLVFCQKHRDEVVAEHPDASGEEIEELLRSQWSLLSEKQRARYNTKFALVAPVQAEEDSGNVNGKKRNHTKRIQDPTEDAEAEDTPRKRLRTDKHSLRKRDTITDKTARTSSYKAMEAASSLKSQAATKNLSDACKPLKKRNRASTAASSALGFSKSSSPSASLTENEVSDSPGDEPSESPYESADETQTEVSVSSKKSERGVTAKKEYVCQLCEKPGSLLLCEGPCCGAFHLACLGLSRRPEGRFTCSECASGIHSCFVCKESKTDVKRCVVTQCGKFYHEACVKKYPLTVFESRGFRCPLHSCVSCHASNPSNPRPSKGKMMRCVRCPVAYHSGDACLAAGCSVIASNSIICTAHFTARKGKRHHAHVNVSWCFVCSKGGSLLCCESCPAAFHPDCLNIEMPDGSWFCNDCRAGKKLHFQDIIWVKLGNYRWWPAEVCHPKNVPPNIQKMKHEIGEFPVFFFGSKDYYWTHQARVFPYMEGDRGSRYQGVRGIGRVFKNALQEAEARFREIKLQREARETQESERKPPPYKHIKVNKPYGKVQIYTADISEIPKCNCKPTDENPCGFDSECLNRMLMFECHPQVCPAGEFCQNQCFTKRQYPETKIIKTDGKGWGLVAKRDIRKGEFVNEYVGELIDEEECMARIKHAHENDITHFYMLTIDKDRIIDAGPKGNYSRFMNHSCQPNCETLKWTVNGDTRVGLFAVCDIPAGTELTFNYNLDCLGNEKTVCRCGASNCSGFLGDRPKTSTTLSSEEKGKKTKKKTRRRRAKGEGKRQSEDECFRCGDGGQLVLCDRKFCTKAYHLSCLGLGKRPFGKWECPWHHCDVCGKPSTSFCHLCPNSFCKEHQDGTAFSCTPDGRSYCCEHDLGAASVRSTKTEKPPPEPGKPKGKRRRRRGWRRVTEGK
* marks the source's active call; other numbers are inactive results; i = inactive. The list is partial. The share of hits here may be higher or lower than overall.

SMILES | NSD2 inh
C[C@H]1CN([C@@H](C)CO)C(=O)c2cc(NS(=O)(=O)c3ccc(Cl)cc3)ccc2O[C@@H]1CN(C)C(=O)NC1CCCCC1 | 3
C[C@H]1CN([C@@H](C)CO)C(=O)Cc2cc(NC(=O)NC3CCCCC3)ccc2O[C@H]1CN(C)Cc1ccc(C(=O)Nc2ccccc2N)cc1 | -4
CC(C)NC(=O)N(C)C[C@@H]1Oc2cc(Br)ccc2S(=O)(=O)N([C@H](C)CO)C[C@H]1C | 12
COc1ccc(NC(=O)Nc2ccc3c(c2)[C@@H]2C[C@@H](CC(=O)N4CCc5ccccc5C4)O[C@@H](CO)[C@@H]2O3)cc1 | 4
C[C@H]1CN([C@@H](C)CO)C(=O)c2cccc(NC(=O)Nc3ccccc3)c2O[C@H]1CN(C)Cc1ccncc1 | 0
CCC(=O)N(C)C[C@H]1Oc2cc(-c3ccncc3)ccc2S(=O)(=O)N([C@H](C)CO)C[C@H]1C | -3
C[C@@H]1CN([C@H](C)CO)C(=O)Cc2cc(NC(=O)Nc3cccc4ccccc34)ccc2O[C@H]1CN(C)S(=O)(=O)c1ccc(Cl)cc1 | 5
C[C@H]1CN([C@@H](C)CO)C(=O)c2cc(C#Cc3ccc(F)cc3)cnc2O[C@H]1CN(C)Cc1ccccn1 | 1
C[C@H](CO)N1C[C@H](C)[C@@H](CN(C)C(=O)Nc2cccc3ccccc23)Oc2ccc(NC(=O)Nc3cccc4ccccc34)cc2C1=O | 3
C=CCc1cccc(/C=N/NC(=O)CN2CCN(Cc3ccccc3)CC2)c1O | -1
CNC[C@H]1OCCCC[C@@H](C)Oc2ccc(NC(=O)C3CCCCC3)cc2C(=O)N([C@H](C)CO)C[C@H]1C | 3
C[C@H]1CN([C@@H](C)CO)C(=O)Cc2cc(NC(=O)c3ccncc3)ccc2O[C@H]1CN(C)Cc1ccncc1 | 2
COc1ccccc1CN(C)C[C@H]1OCc2cnnn2CCCC(=O)N([C@@H](C)CO)C[C@H]1C | 4
CNC[C@H]1Oc2c(NC(=O)Nc3ccc(C(F)(F)F)cc3)cccc2C(=O)N([C@@H](C)CO)C[C@H]1C | 3
C[C@@H]1CN([C@@H](C)CO)C(=O)c2cc(NC(=O)c3ccncc3)ccc2O[C@@H]1CN(C)Cc1ccc(Oc2ccccc2)cc1 | -1
C[C@H]1CN([C@@H](C)CO)C(=O)c2c(c3ccccc3n2C)-c2ccccc2CO[C@H]1CN(C)C(=O)C1CC1 | 10
Cc1ccc(S(=O)(=O)Nc2ccc3c(c2)C(=O)N([C@H](C)CO)C[C@@H](C)[C@@H](CN(C)Cc2ccncc2)OCCCC[C@@H](C)O3)cc1 | -2
CC(C)NC(=O)Nc1ccc2c(c1)C(=O)N([C@@H](C)CO)C[C@@H](C)[C@@H](CN(C)Cc1ccccc1)O2 | -3
C[C@H](CO)N1C[C@H](C)[C@@H](CN(C)S(=O)(=O)c2cccs2)OCCCC[C@H](C)Oc2ccc(NC(=O)C3CCCCC3)cc2C1=O | -6
C[C@H](CO)N1C[C@H](C)[C@@H](CN(C)C(=O)Nc2ccc(F)cc2)Oc2c(NS(C)(=O)=O)cccc2C1=O | 3
C[C@H]1CN([C@@H](C)CO)C(=O)c2cc(C3=CCCC3)cnc2O[C@@H]1CN(C)C(=O)CN(C)C | -2
COCC#Cc1cnc2c(c1)C(=O)N([C@@H](C)CO)C[C@@H](C)[C@@H](CN(C)C(=O)NC1CCCC1)O2 | -2
C[C@@H]1CN([C@H](C)CO)C(=O)c2cc(NC(=O)Nc3ccc4c(c3)OCO4)ccc2O[C@@H](C)CCCCO[C@H]1CN(C)S(=O)(=O)c1ccccc1 | -7
Cc1noc(C)c1S(=O)(=O)Nc1ccc2c(c1)C(=O)N([C@@H](C)CO)C[C@@H](C)[C@@H](CN(C)Cc1ccc(C(=O)O)cc1)O2 | 1
Cc1noc(C)c1NC(=O)N(C)C[C@@H]1Oc2ccc(NC(=O)C3CCCCC3)cc2CC(=O)N([C@@H](C)CO)C[C@@H]1C | -3

Continued.
SMILES | NSD2 inh
COc1ccc(CN(C)C[C@H]2Oc3ccc(NC(=O)CCC(F)(F)F)cc3C(=O)N([C@@H](C)CO)C[C@H]2C)cc1 | 4
C/C=C/c1ccc2c(c1)O[C@@H](CN(C)C(=O)c1ccccn1)[C@@H](C)CN([C@H](C)CO)S2(=O)=O | 1
C[C@@H]1CN([C@@H](C)CO)C(=O)c2cccc(NC(=O)c3cnccn3)c2O[C@@H]1CN(C)CC1CC1 | 3
C[C@H]1CCCCO[C@H](CN(C)S(=O)(=O)c2ccccc2)[C@@H](C)CN([C@@H](C)CO)C(=O)c2cc(NS(=O)(=O)c3ccccc3)ccc2O1 | 2
COC(=O)C1(Cc2ccc(O)cc2)OC(=O)C(=O)C1c1ccc(O)cc1 (stereo not drawn) | 2
C[C@H]1CN([C@@H](C)CO)S(=O)(=O)c2ccc(-c3ccncc3)cc2O[C@@H]1CN(C)C(=O)c1ccc2c(c1)OCO2 | -3
COc1ccc(NC(=O)Nc2ccc3c(c2)CC(=O)N([C@H](C)CO)C[C@H](C)[C@@H](CN(C)C(=O)Nc2c(C)noc2C)O3)cc1 | -1
COc1ccc(NC(=O)Nc2ccc3c(c2)C(=O)N([C@H](C)CO)C[C@@H](C)[C@H](CN(C)C(=O)Nc2ccc(C(F)(F)F)cc2)O3)cc1 | -12
C[C@@H]1CN([C@@H](C)CO)C(=O)c2cc(C#CCN(C)C)cnc2O[C@H]1CN(C)Cc1ccncc1 | 17
C[C@@H]1CN([C@@H](C)CO)C(=O)c2cc(NS(=O)(=O)c3ccccc3)ccc2O[C@H]1CN(C)C(=O)Nc1ccc2c(c1)OCO2 | 2
O=S(=O)(NC1CCN(Cc2ccc(OCCO)cc2)CC1)c1cc(C(F)(F)F)ccc1Cl | 3
O=C(C[C@H]1C[C@H]2c3cc(NC(=O)C4CCOCC4)ccc3O[C@H]2[C@H](CO)O1)NCCc1ccccc1 | 3
COc1ccc(-c2ccc3c(c2)O[C@@H](CN(C)C(=O)Nc2ccccc2F)[C@H](C)CN([C@H](C)CO)S3(=O)=O)cc1 | -4
COc1ccc(NC(=O)Nc2ccc3c(c2)CC(=O)N([C@@H](C)CO)C[C@H](C)[C@@H](CN(C)C(=O)NC2CCCCC2)O3)cc1 | -7
CC(C)NC(=O)N[C@@H]1CC[C@@H](CC(=O)NCCCN(C)C)O[C@@H]1CO | -2
COc1ccc(NC(=O)Nc2ccc3c(c2)C(=O)N([C@@H](C)CO)C[C@H](C)[C@H](CN(C)C(=O)Nc2cccc4ccccc24)O3)cc1 | -4
C[C@H]1CN([C@@H](C)CO)C(=O)c2cc(NC(=O)CCN3CCOCC3)ccc2O[C@H]1CN(C)Cc1ccccc1 | 2
C[C@H](CO)N1C[C@H](C)[C@H](CN(C)C(=O)Nc2cccc3ccccc23)Oc2c(NS(=O)(=O)c3cccs3)cccc2C1=O | -1
COc1ccccc1-c1ccc2c(c1)O[C@@H](CN(C)Cc1ccc3c(c1)OCO3)[C@@H](C)CN([C@H](C)CO)S2(=O)=O | 3
C[C@H]1CN([C@@H](C)CO)C(=O)c2cc(NC(=O)CCC(F)(F)F)ccc2O[C@H]1CN(C)S(C)(=O)=O | -2
COc1ccccc1C#Cc1ccc2c(c1)O[C@H](CN(C)C(C)=O)[C@H](C)CN([C@H](C)CO)S2(=O)=O | 9
C[C@@H]1CN([C@@H](C)CO)C(=O)Cc2cc(NS(C)(=O)=O)ccc2O[C@@H]1CN(C)Cc1ccccc1 | 3
C[C@@H]1CN([C@@H](C)CO)C(=O)c2ccccc2-c2ccccc2CO[C@@H]1CN(C)S(=O)(=O)c1ccccc1C#N | 3
CC(C)CC#Cc1ccc2c(c1)O[C@H](CN(C)Cc1ccccc1)[C@@H](C)CN([C@H](C)CO)S2(=O)=O | -1
Cc1noc(C)c1NC(=O)Nc1ccc2c(c1)C(=O)N([C@H](C)CO)C[C@H](C)[C@@H](CN(C)C(=O)NC1CCCCC1)OCCCC[C@@H](C)O2 | -3

Three compounds drawn at random from the list so far, as already listed:
SMILES | NSD2 inh
COc1ccc(NC(=O)Nc2ccc3c(c2)CC(=O)N([C@H](C)CO)C[C@H](C)[C@@H](CN(C)C(=O)Nc2c(C)noc2C)O3)cc1 | -1
C[C@H]1CCCCO[C@H](CN(C)S(=O)(=O)c2ccccc2)[C@@H](C)CN([C@@H](C)CO)C(=O)c2cc(NS(=O)(=O)c3ccccc3)ccc2O1 | 2
O=C(C[C@H]1C[C@H]2c3cc(NC(=O)C4CCOCC4)ccc3O[C@H]2[C@H](CO)O1)NCCc1ccccc1 | 3

Next compounds:
SMILES | NSD2 inh
COc1ccc(S(=O)(=O)N(C)C[C@@H]2Oc3c(NS(=O)(=O)c4c(C)noc4C)cccc3C(=O)N([C@@H](C)CO)C[C@@H]2C)cc1 | -3
C[C@@H]1CN([C@H](C)CO)C(=O)Cc2cc(NC(=O)C3CCCCC3)ccc2O[C@@H]1CN(C)S(C)(=O)=O | 2
COc1ccc(-c2cnc3c(c2)C(=O)N([C@@H](C)CO)C[C@@H](C)[C@H](CN(C)C)O3)cc1 | 9
O=C(C[C@H]1C[C@H]2c3cc(NC(=O)Cc4ccncc4)ccc3O[C@H]2[C@@H](CO)O1)NCc1ccc2c(c1)OCO2 | 2
O=C(Nc1ccc(F)cc1)Nc1ccc2c(c1)[C@@H]1C[C@H](CC(=O)N3CCCCC3)O[C@@H](CO)[C@@H]1O2 | -1
O=C(Cn1cc(CN2C(=O)COC[C@H]2c2ccccc2)nn1)Nc1nccs1 | 34
Cc1ccc(S(=O)(=O)Nc2ccc3c(c2)C(=O)N([C@@H](C)CO)C[C@@H](C)[C@@H](CN(C)C(=O)Nc2ccccc2)OCCCC[C@@H](C)O3)cc1 | i
Cc1noc(C)c1S(=O)(=O)Nc1ccc2c(c1)C(=O)N([C@H](C)CO)C[C@H](C)[C@@H](CN(C)CC1CCCCC1)OCCCC[C@H](C)O2 | 4
C[C@H](CO)N1C[C@H](C)[C@@H](CN(C)C(=O)Nc2ccc3c(c2)OCO3)Oc2ccc(NS(C)(=O)=O)cc2CC1=O | 14
C[C@H]1CN([C@@H](C)CO)C(=O)c2cc(/C=C/c3ccccc3)cnc2O[C@@H]1CN(C)S(C)(=O)=O | -5
OC[C@H]1O[C@@H](Oc2ccc3c(c2)OC[C@H]2c4cc5c(cc4O[C@@H]32)OCO5)[C@H](O)[C@@H](O)[C@@H]1O | 68*
O=C1O[C@@H](c2ccccc2)[C@@H](c2ccccc2)N2[C@@H](c3ccc(OCCO)cc3)[C@]3(C(=O)Nc4ccc(C#CCCO)cc43)[C@@H](C(=O)N3CCCCCCC3)[C@H]12 | -9
C[C@@H]1CN([C@@H](C)CO)S(=O)(=O)c2ccc(C3=CCCC3)cc2O[C@H]1CN(C)C(=O)C1CCOCC1 | -1
Cc1noc(C)c1NC(=O)N(C)C[C@@H]1Oc2cc(C#CCN(C)C)ccc2S(=O)(=O)N([C@@H](C)CO)C[C@@H]1C | 14
C[C@H](CO)N1C[C@H](C)[C@@H](CN(C)C(=O)C2CCCCC2)OCCCC[C@H](C)Oc2ccc(NC(=O)c3ccccc3)cc2C1=O | 12
C[C@H](CO)N1C[C@H](C)[C@@H](CN(C)S(=O)(=O)c2ccccc2)Oc2cc(-c3cccc(F)c3)ccc2S1(=O)=O | -1
CNC[C@H]1Oc2c(NC(=O)c3cc(C)nn3C)cccc2C(=O)N([C@@H](C)CO)C[C@@H]1C | 2
COc1ccc(C#Cc2ccc3c(c2)[C@]2(C(=O)N3)[C@H](c3ccc(OCCO)cc3)N3[C@H](c4ccccc4)[C@H](c4ccccc4)OC(=O)[C@H]3[C@@H]2C(=O)N2CCc3cc(OC)c(OC)cc3C2)cc1 | -10
C[C@H](CO)N1C[C@H](C)[C@H](CN(C)C(=O)C2CC2)Oc2ncc(C#Cc3ccccc3)cc2C1=O | -2
C[C@@H]1CN([C@@H](C)CO)C(=O)c2cc(NC(=O)C3CC3)ccc2O[C@H]1CN(C)S(=O)(=O)c1ccccc1 | -2
C[C@@H]1CN([C@H](C)CO)C(=O)Cc2cc(NS(=O)(=O)c3cn(C)cn3)ccc2O[C@H]1CN(C)Cc1ccccc1 | 1
O=C(O)CCCCCC(=O)N/N=C/c1ccccn1 | 8
C[C@H](CO)N1C[C@H](C)[C@H](CN(C)C(=O)c2ccccc2)OCCCC[C@H](C)Oc2ccc(N(C)C)cc2C1=O | -7
O=C(C[C@@H]1C[C@H]2c3cc(NC(=O)Nc4ccccc4)ccc3O[C@H]2[C@H](CO)O1)NCc1cccc(F)c1 | 1
C[C@@H]1CN([C@H](C)CO)C(=O)c2cccc(NS(C)(=O)=O)c2O[C@@H]1CN(C)C(=O)Nc1cccc2ccccc12 | -1
CNC[C@@H]1Oc2ccc(NC(=O)Nc3c(C)noc3C)cc2C(=O)N([C@H](C)CO)C[C@@H]1C | 3

Shown with each value named: 4 of the compounds above
mol: C[C@@H]1CN([C@H](C)CO)C(=O)c2cc(NC(=O)Nc3ccc4c(c3)OCO4)ccc2O[C@@H](C)CCCCO[C@H]1CN(C)S(=O)(=O)c1ccccc1
  NSD2 inh: -7

mol: Cc1noc(C)c1S(=O)(=O)Nc1ccc2c(c1)C(=O)N([C@@H](C)CO)C[C@@H](C)[C@@H](CN(C)Cc1ccc(C(=O)O)cc1)O2
  NSD2 inh: 1

mol: Cc1noc(C)c1NC(=O)N(C)C[C@@H]1Oc2ccc(NC(=O)C3CCCCC3)cc2CC(=O)N([C@@H](C)CO)C[C@@H]1C
  NSD2 inh: -3

mol: COc1ccc(CN(C)C[C@H]2Oc3ccc(NC(=O)CCC(F)(F)F)cc3C(=O)N([C@@H](C)CO)C[C@H]2C)cc1
  NSD2 inh: 4
